Screens as filed in PubChem BioAssay.
Growth percent in the NCI-60 one-dose screen (48 h, 10 µM unless noted): 100 = growth as untreated, 0 = no growth, -100 = all killed.
HL-60(TB) – HL-60(TB) leukemia cells; 78,000 tested, 9% active; AID 1794776; active means growth percent below 10
* = called active by the depositor; & = joins results of further samples; [ ] = dose if it differs, or a comment. This is a subset; rates above refer to the full screens.

SMILES | HL-60(TB)
O=C(c1ccccc1)c1ccc(-c2ccc(O)cc2)cc1 | 75
Cc1[nH]c2ccccc2c1C=O | 108
CCCCCCCC/C=C\CCCCCCCCOc1ccc(CC(=O)NCC[N+]2(C)CCCCC2)cc1 | 67
Cc1cccc(Cl)c1NC(=O)Nc1ccc(C#N)cc1 | 82
Cc1cc(C2(c3cc(C)c(O)cc3C)OS(=O)(=O)c3ccccc32)c(C)cc1O | 88
Cc1cccc(NC(=O)Nc2cccc(C)c2)c1 | 98
O=S(Cc1ccccc1)OOCCCCOS(=O)OCc1ccccc1 (stereo unspecified) | 90
CC(C)(C)CC(C)(C)c1ccc(OCCOCC[N+](C)(C)CC(=O)[O-])cc1 | 96
O=Cc1ccc(O)c2ncccc12 | -69*
COc1cccc(C(=O)c2ccccc2NC(C)=O)c1 | 84
CCOC(=O)Cc1cc(Br)c(OCc2ccccc2)c(Br)c1 | 72
O=c1[nH][nH]c(-c2ccccc2)c1-c1ccccc1 | 104
CC(=O)Nc1cccc(OCC(=O)O)c1 | 95
O=C(Cc1nc2ccc(Cl)cc2[nH]c1=O)c1ccncc1 | 30
CC(CCBr)CCN1C(=O)c2ccccc2C1=O (stereo unspecified) | 76
O=c1c2sc3ccccc3c2nc2c(-c3ccccc3)n[nH]n12 | 97
CCOC(=O)c1ccc2c(c1)ncn2-c1cccc(O)c1 | 96
C#CCOc1nc(C)cc(C)c1C#N | 89
CCOC(=O)c1[nH]c(C=O)c(C(=O)OCC)c1C | 87
N=Nc1nc(Nc2[nH]c3ccccc3c2O)n[nH]1 | 105
C#CCOc1ccc(C(Nc2ccc(Cl)cc2)c2nnnn2C2CCCCC2)cc1 (stereo unspecified) | 84
O=C(/C=C1\C(=O)N(Cc2ccccc2)c2ccccc21)c1cc2ccccc2oc1=O | 93
C#COc1cccc(Nc2ncnc3ncc(NC(=O)CCl)cc23)c1 | -1.5*[6.25 µM]
C/C(CC1(O)C(=O)Nc2ccccc21)=N\O (stereo unspecified) | 97
COc1ccc2c(c1)CCCC21C(=O)Nc2ccccc21 (stereo unspecified) | 88
CC/C(=C(/c1ccc(O)cc1)c1ccc(OCCN2CCCCCC2)cc1)c1ccccc1 | 88
Cn1c2c(c3ccc(Cl)c(Cl)c31)C(C#N)C1(CCNCC1)NC2=O (stereo unspecified) | 4.9*
O=C(N(c1ccccc1)c1ccccc1)n1cc(I)c2nc(Cl)nc(Cl)c21 | 23
Cc1cc(Nc2ccc(F)cc2)nc(N2CCN(c3ccnc4cc(Cl)ccc34)CC2)n1 | 8.0*
O=[N+]([O-])CC(O)C(Cl)(Cl)Cl (stereo unspecified) | 84
O=C1C=CC(=O)N1c1ccc2c(c1)Cc1cc(F)ccc1-2 | 63
COc1ccc(NC(=O)[C@H](C)N)cc1C(=O)Nc1cccc(C2CC(=O)c3c(cc(OC)c(OC)c3OC)O2)c1 (stereo partly specified) | 70
O=C1/C(=C/c2ccc(Cl)c(Cl)c2)CN(C(=O)C(Cl)Cl)C/C1=C\c1ccc(Cl)c(Cl)c1 | -15*
O=C1c2ccccc2-c2cc3ccccc3cc21 | 125
CC(C)C1=C[C@@]23CC[C@H]4[C@](C)(COCCC#N)CCC[C@]4(C)[C@H]2C[C@@H]1[C@@H]1[C@H]3[C@@H](OCCC#N)CC[C@@H]1OCCC#N | -43*
CCCCC[C@H]1CC=C2C(=O)C=C[C@@H]2CC=CCCCC(=O)O[C@@H](CCCCC)CC=C2C(=O)C=C[C@@H]2CC=CCCCC(=O)O[C@@H](CCCCC)CC=C2C(=O)C=C[C@@H]2CC=CCCCC(=O)O1 | -32*[8.75 µM]
Cc1ccc(N=Cc2ccccc2O)cc1C | 35
COc1cc2cc(Oc3ccc(NC(=O)Nc4cccc(C(F)(F)F)c4)cc3)c(C)nc2cc1OCCN1CCCCC1 | -52*
COc1cc(SSc2cc(OC)cc([N+](=O)[O-])c2N)c(N)c([N+](=O)[O-])c1 | 100
NC[C@H]1O[C@H](O[C@H]2C(O[C@@H]3O[C@H](CO)[C@@H](O)[C@H]3O)[C@@H](O)[C@H](N)C[C@@H]2N)[C@H](N)[C@@H](O)[C@@H]1O (stereo partly specified) | 115
COc1ccc(-c2nc(N3CCOCC3)c3c4c(sc3n2)CCCC4)cc1 | 89
O=C(NNc1ccccc1)Nc1cc(Cl)ccc1Cl | 90
O=S(=O)(NCCNc1nccc(-c2c(-c3ccc(F)cc3)nc3sccn23)n1)c1ccccc1 | 58
CC(=O)Oc1ccc(C2OC(c3ccc4ccccc4c3OC(C)=O)=NN2C(C)=O)cc1 (stereo unspecified) | 75
O=[N+]([O-])c1ccccc1NS(=O)(=O)c1ccccc1 | 92
COc1cc2c(cc1OC)C(=O)C(Br)CC2 (stereo unspecified) | 27
CC(=O)OCC1OC(OC(C)=O)C(NC(=O)NS(=O)(=O)c2ccc(F)cc2)C(OC(C)=O)C1OC(C)=O (stereo unspecified) | 93
O=C(NN1C(=O)CSC1c1ccccc1)c1ccc(NC(=O)c2ccccn2)cc1 (stereo unspecified) | 98

Brought forward from above: two compounds, followed by the next part.
SMILES | HL-60(TB)
CC(=O)OCC1OC(OC(C)=O)C(NC(=O)NS(=O)(=O)c2ccc(F)cc2)C(OC(C)=O)C1OC(C)=O (stereo unspecified) | 93
O=C(NN1C(=O)CSC1c1ccccc1)c1ccc(NC(=O)c2ccccn2)cc1 (stereo unspecified) | 98
COc1ccc(S(=O)(=O)NCCCNc2nccc(-c3c(-c4cccc([N+](=O)[O-])c4)nc4sccn34)n2)cc1 | 23
O=c1cc(Cn2cnn(-c3ccccc3)c2=O)c2ccc3ccccc3c2o1 | 96
Cc1ccc(C2N3C(=O)CC[C@@H]3O[C@@H]3CCC(=O)N23)cc1 (stereo partly specified) | 97
CN1c2ccccc2C(O)(c2ccccc2)c2ccccc21 | 39
Nc1ncnc2c1ncn2C1OC2COP(O)(=S)OC3C(COP(=O)(S)OC2C1F)OC(n1ccc(=O)[nH]c1=O)C3F (stereo unspecified) | 80
COc1ccc2occ(C3=C(c4cn(CCN)c5ccccc45)C(=O)NC3=O)c2c1 | 75
COc1ccccc1C1OC2=C(Nc3ccc(Cl)cc3N2)C1=O (stereo unspecified) | 110
COc1cccc(NC(=O)Cn2cc3c(=O)oc4ccccc4c3n2)c1 | 107
Cc1ccc(S(=O)(=O)NC(=O)NNC(=O)C(=O)Nc2ccc(F)cc2)cc1 | 101
COC(=O)[C@@H](NC1CCN(C(=O)OC(C)(C)C)CC1)c1ccccc1 | 102
CCn1cccc1 | 104
O=C1c2ccccc2C(=O)N1CN1CCC(CCCC2CCN(CN3C(=O)c4ccccc4C3=O)CC2)CC1 | 75
O=C1/C(=C/c2cccc(O)c2)COc2ccc(O)cc21 | 52
COc1ccc(C(C)=C(c2ccc(OCCN3CCCCC3)cc2)c2ccc(OCCN3CCCCC3)cc2)cc1 | 91
NC(=O)/[N+]([O-])=C\c1ccc(/C=[N+](/[O-])C(N)=O)cc1 | 117
CN(C)CCCN(Cc1ccccc1O)C(=S)Nc1ccc(F)cc1 | 112
CN(C)S(=O)(=O)c1oc(-c2ccccc2)nc1C#N | 14
CCC(c1ccccc1)C(CC)c1ccc(O)c(O)c1 (stereo unspecified) | 68
O=C(OCCCN1CCCCC1)c1ccccc1 | 108
CC/C(=C\c1ccc(O)cc1O)c1ccc2ccc(O)cc2[o+]1 | 97
C=C1C(=O)O[C@H]2[C@H]1CC/C(Cn1cc(COC(=O)NCCOCCOCC(=O)Nc3ccc(OC)c(C(N)=O)c3O)nn1)=C\CC[C@@]1(C)O[C@@H]21 | 92
C=C(C)C(=O)OCC[N+](CC)(CC)CC | 104
NC(=S)N/N=C\c1nccc2c(N)cccc12 | -10*
COc1ccc(-c2ccc(NNC(=S)Nc3ccccc3)nn2)cc1OC | 97

15 entries already listed, arranged by SMILES length, smallest number first:
SMILES | HL-60(TB)
CCn1cccc1 | 104
O=C(OCCCN1CCCCC1)c1ccccc1 | 108
C=C(C)C(=O)OCC[N+](CC)(CC)CC | 104
NC(=S)N/N=C\c1nccc2c(N)cccc12 | -10*
CCC(c1ccccc1)C(CC)c1ccc(O)c(O)c1 (stereo unspecified) | 68
CN(C)S(=O)(=O)c1oc(-c2ccccc2)nc1C#N | 14
O=C1/C(=C/c2cccc(O)c2)COc2ccc(O)cc21 | 52
CN(C)CCCN(Cc1ccccc1O)C(=S)Nc1ccc(F)cc1 | 112
CC/C(=C\c1ccc(O)cc1O)c1ccc2ccc(O)cc2[o+]1 | 97
COc1cccc(NC(=O)Cn2cc3c(=O)oc4ccccc4c3n2)c1 | 107
COC(=O)[C@@H](NC1CCN(C(=O)OC(C)(C)C)CC1)c1ccccc1 | 102
Cc1ccc(S(=O)(=O)NC(=O)NNC(=O)C(=O)Nc2ccc(F)cc2)cc1 | 101
COc1ccc(C(C)=C(c2ccc(OCCN3CCCCC3)cc2)c2ccc(OCCN3CCCCC3)cc2)cc1 | 91
O=C1c2ccccc2C(=O)N1CN1CCC(CCCC2CCN(CN3C(=O)c4ccccc4C3=O)CC2)CC1 | 75
C=C1C(=O)O[C@H]2[C@H]1CC/C(Cn1cc(COC(=O)NCCOCCOCC(=O)Nc3ccc(OC)c(C(N)=O)c3O)nn1)=C\CC[C@@]1(C)O[C@@H]21 | 92

The list continues.
SMILES | HL-60(TB)
COc1ccc(-c2ccccc2)cc1C(=O)c1ccc(-c2ccccc2)cc1 | 71
COc1ccc(N2N=C(c3ccc4c(c3)OCO4)CC2c2cccc(NC(=O)CCCNS(=O)(=O)c3ccc(OC)cc3)c2)cc1 (stereo unspecified) | 90
c1ccc2c(c1)cnc1ccccc12 | 95
COc1nc2ccccc2cc1/C=C1/C=C(c2ccccc2)NC1=O | -8.5*
COc1ccccc1NC(=O)C(/C=N/C(=S)NNC(C)=O)=C(/C)O | 104
C(=C(\C1=NCCN1)n1ccc2ccccc21)/c1cccc2ccccc12 | 21
COC(=O)[C@H](C)NC(=O)NC(=O)NC(=O)CI | -51*
C#CCOC(=O)[C@]1(C)CCC[C@@]2(C)[C@H]1CC(C=O)=C1C=C(C(C)C)CC[C@@H]12 | 100
CC1(N=Cc2cc(Cl)ccc2O)COP(=O)(Nc2ccccc2)OC1 (stereo unspecified) | 105
CC1(C(C)(O)c2ccc(F)cc2)CC1 (stereo unspecified) | 99
C[C@@H]1C[C@@H]([C@@H](CC2CC(=O)NC(=O)C2)OC(=O)CC(=O)c2ccccc2)C(=O)[C@@H](C)C1 | 13
CCN(CC)CCN1C(=O)c2cccc3c(-c4ccc5c(c4)ncn5C4CCCCC4)ccc(c23)C1=O | -15*
COc1cccc(-c2cc3cnc4ccccc4c3oc2=O)c1 | 101
CCCCCCCCCCCCCCC1(C(=O)O)CCOC1=O (stereo unspecified) | 95
O=C1CCc2c(sc3[nH]c(=S)n(-c4ccc(Cl)cc4)c(=O)c23)C1 | 96
NS(=O)(=O)c1ccc(NC(=O)C(=O)C(O)C(O)C(O)CO)cc1 (stereo unspecified) | 133
CC(C)(C)n1cc(-c2ccnc(NCCCNS(=O)(=O)c3ccccc3)c2)c(-c2cccc(O)c2)n1 | 33
COC1C(O)CC(OC2CC(Oc3cc4cc5c(c(O)c4c(O)c3C)C(=O)[C@@H](OC3CC(OC4CC(OC6CC(C)(O)C(OC(C)=O)C(C)O6)C(O)C(C)O4)C(O)C(C)O3)[C@H]([C@H](OC)C(=O)[C@@H](O)[C@@H](C)O)C5)OC(C)C2OC(C)=O)OC1C (stereo partly specified) | -24*
COc1ccc(C2=C/C(=C\c3ccc(Cl)cc3)C(=O)N2/N=C/c2ccc(Cl)cc2)cc1 | 102
COc1ccc(/C=N/N=C(N)/C(N)=N/N=C/c2ccc(OC)c(S(=O)(=O)O)c2)cc1S(=O)(=O)O | 100
Cn1cc(/C=C2\C(=O)N(CCCCn3c4ccccc4c(=O)c4ccccc43)c3ccccc32)c2ccccc21 | 107
COc1ccc(-c2cc(-c3cccnc3)nc(S(=O)(=O)CC(N)=O)c2C#N)cc1OC | 120
CCCCCCNC(=O)Oc1ccc(/C(=C(\C)c2ccc(Cl)cc2)c2ccc(OCCN(CC)CC)cc2)cc1 | 44
CCCCC[C@H](O)c1ccccc1[C@@H]1O[C@@H](CCC(=O)OC)[C@H](O)[C@H]1I | 109
O=C(c1cccc(O)c1)C1C(c2ccc(Br)cc2)C2CCCN2C12C(=O)c1ccccc1C2=O (stereo unspecified) | 100
Cc1cccc(C)c1NC(=O)C(C)C | 100
O=C(O)c1ccc(S(=O)(=O)O)cc1 | 115
Cc1ccccc1NC(=O)CSC#N | 106
Cc1ccc2c(n1)C(=O)C(Oc1ccc(C#N)cc1)=CC2=O | 59
CC(Cc1ccccc1)NN(CS(=O)(=O)O)CS(=O)(=O)O (stereo unspecified) | 84
NCCOc1nc(Cl)nc(Nc2ccc(N3CCOCC3=O)cc2)n1 | 102
COc1ccc(CNc2c3ccccc3nc3ccc(OC)cc23)cc1 | -21*
NC1=NC(c2ccccc2OCc2ccccc2)n2c(nc3ccccc32)N1 (stereo unspecified) | 101
O=C1CC(C(=O)O)C(c2ccccc2)c2ccccc21 (stereo unspecified) | 108&118
Nc1ccc(C(=O)Oc2ccc([N+](=O)[O-])cc2)cc1 | 81
NS(=O)(=O)c1ccc(Nc2ccnc(SCC(=O)c3ccc(C(F)(F)F)cc3)n2)cc1 | 100
CC1=NC(c2ccc(Cl)cc2)C2=C(N1)/C(=C/c1ccc(Cl)cc1)CCC2 (stereo unspecified) | 86
CCC/C=C/C=N/N1C(=S)N(c2ccccc2)[C@]23OC(N)=C(C#N)[C@]12C(=O)c1ccccc13 | 97
C=CN(C(=O)N1CCN(c2cc3c(cc2F)c(=O)c(C(=O)O)cn3C2CC2)CC1)c1nc(-c2ccc(Br)cc2)cs1 | 68
Nc1c(S(=O)(=O)O)ccc2c1C(=O)c1ccccc1C2=O | 126
Cc1cc2ccccc2cc1Br | 101
COc1cc2c(cc1OC)/C(=N\O)CCCC2 | 90
COc1ccc(C2CC(c3cc(OC)c(OC)c(OC)c3)=NN2c2ccc(S(N)(=O)=O)cc2)cc1 (stereo unspecified) | 2.2*
O=C1C(=Cc2ccc(Cl)cc2)C(=O)c2ccccc21 | 86
Cc1ccc(C)c2c1sc1nc3nc4sc5cc(Cl)c(Cl)cc5n4c(=N)c3c(=O)n12 | 66
CC(C)CCn1c(=O)c2c(ncn2C)n(C)c1=O | 104
